DAX1 inh-1 – DAX1 (NR0B1) inhibitors on StAR promoter, primary screen, cell-based, luminescence, SF-1 (NR5A1), full-length DAX-1; HEK293T StAR-luciferase reporter, SF-1/DAX-1 repression relief; inhibition, % at 6.8 µM; hit rate 1.1% among 370,000; AID 652010, 2013;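 active = inhibition above the mean over all tested compounds plus 3 SD, cut at about 3.6% in these data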;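 also: 0% = DAX-1 cells with DMSO and 100% = cells lacking DAX-1 with DMSO; higher inhibition means more luminescence from relief of DAX-1 repression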
hgDAF-12 ag – H. glycines DAF-12 receptor agonists, primary screen, cell-based, luminescence, HEK293, GAL4 fusion, UAS-luciferase; Nuclear hormone receptor DAF-12 (Heterodera glycines), GAL4 fusion; HEK293 GAL4-hgDAF12 UAS-luciferase reporter, agonist luminescence; normalized to butyrate control; activation, % at 6.8 µM; hit rate 1.8% among 370,000;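 active = activation above a cutoff set at the mean of all screened compounds plus 3 SD, cut at about 10% in these data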;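 also: 0% = DMSO wells and 100% = sodium butyrate wells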
DAX1 inh-2 – DAX1 (NR0B1) inhibitors, primary screen, cell-based, HEK293, Gal4-DAX1, luciferase luminescence; HEK293 Gal4-DAX1 luciferase reporter; inhibition, % at 6.75 µM; hit rate 0.99% among 340,000; AID 504766, 2011;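 active = inhibition above the mean over all tested compounds plus 3 SD, cut at about 4.2% in these data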;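 also: 0% = DAX1-transfected cells with DMSO and 100% = empty-vector control cells with DMSO; inhibition shows as a rise in luminescence from relieved DAX1 repression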
ADAM10 inh – human ADAM10 inhibitors, primary screen, biochemical, QFRET, HTS; Disintegrin and metalloproteinase domain-containing protein 10 (Homo sapiens), O14672; recombinant ADAM10, EDANS/DABCYL FRET peptide cleavage, 3 h; inhibition, % at 7 µM; hit rate 0.62% among 370,000;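 active = inhibition above a per-campaign cutoff equal to the mean of compounds falling between control-based bounds plus 3 SD, cut at about 20% in these data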;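 also: 0% = DMSO wells while the 100% control is not disclosed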
hcDAF12 agonist – H. contortus DAF-12 nuclear receptor activators, primary screen, cell-based, luminescence, HEK293, lit1-tk-luc reporter; HEK293 hcDAF-12 lit1-tk-luc reporter; 0% DMSO, 100% Δ7-dafachronic acid; activation, % at 6.8 µM; hit rate 1.4% among 370,000;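 active = activation above the mean of all tested compounds plus 3 SD, cut at about 5.5% in these data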;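 also: 100% = response to 3 µM Δ7-dafachronic acid high control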
GC-B act – human GC-B receptor activators, primary screen, HEK293 GC-B cells, cGMP TR-FRET, EC30 CNP. 0% at EC30 CNP, 100% saturating CNP. Atrial natriuretic peptide receptor 2 (Homo sapiens), P20594. hit rate 0.11% among 370,000. activation, % at 10 µM. AID 1920062, 2024;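 active = activation at 10 µM reaching about 35% in either raw or pattern-adjusted values, limit read from the data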
Target sequence (P20594 whole entry, looked up): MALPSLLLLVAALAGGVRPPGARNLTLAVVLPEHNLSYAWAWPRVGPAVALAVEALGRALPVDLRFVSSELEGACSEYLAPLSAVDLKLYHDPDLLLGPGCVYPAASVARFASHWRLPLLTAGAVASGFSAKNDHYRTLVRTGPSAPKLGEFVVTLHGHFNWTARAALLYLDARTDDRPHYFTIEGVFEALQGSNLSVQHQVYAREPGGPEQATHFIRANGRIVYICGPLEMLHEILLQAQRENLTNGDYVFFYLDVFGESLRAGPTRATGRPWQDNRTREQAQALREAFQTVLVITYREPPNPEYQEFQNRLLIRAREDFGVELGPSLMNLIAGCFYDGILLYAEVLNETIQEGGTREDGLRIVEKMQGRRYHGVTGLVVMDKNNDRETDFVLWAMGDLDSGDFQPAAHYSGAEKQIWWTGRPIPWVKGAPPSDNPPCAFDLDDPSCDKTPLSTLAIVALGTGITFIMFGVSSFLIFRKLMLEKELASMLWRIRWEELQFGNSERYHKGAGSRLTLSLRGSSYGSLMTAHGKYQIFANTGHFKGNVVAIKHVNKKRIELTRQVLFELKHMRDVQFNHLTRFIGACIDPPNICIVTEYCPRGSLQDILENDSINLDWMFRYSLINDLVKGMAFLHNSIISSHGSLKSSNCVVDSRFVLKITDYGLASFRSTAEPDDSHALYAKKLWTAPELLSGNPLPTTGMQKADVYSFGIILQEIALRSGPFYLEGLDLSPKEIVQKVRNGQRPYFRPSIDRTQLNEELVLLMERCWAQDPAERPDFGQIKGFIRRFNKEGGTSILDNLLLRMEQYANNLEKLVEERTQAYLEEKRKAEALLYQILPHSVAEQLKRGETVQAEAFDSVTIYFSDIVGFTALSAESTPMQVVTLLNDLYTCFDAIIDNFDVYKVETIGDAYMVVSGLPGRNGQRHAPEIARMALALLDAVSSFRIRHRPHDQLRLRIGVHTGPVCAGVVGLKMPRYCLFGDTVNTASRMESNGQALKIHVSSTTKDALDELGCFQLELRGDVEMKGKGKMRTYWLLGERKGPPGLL
sPLA2-III inh – human group III sPLA2 inhibitors, primary screen, biochemical, QFRET, BODIPY PC-A2 liposome substrate; Group 3 secretory phospholipase A2 (Homo sapiens), Q9NZ20; QFRET BODIPY PC-A2 liposome hydrolysis, fluorescence; inhibition, % at 12.2 µM; hit rate 0.56% among 370,000; AID 743126, 2013;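 active = inhibition above mean plus 3 SD of compounds lying within the high and low control bounds, cut at about 19% in these data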;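 also: 0% = median of test compound wells and 100% = no enzyme DMSO wells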
SMARCA2 activ – SMARCA2 (BRM) function activators, primary screen, cell-based, luminescence, high throughput | MG213 cells, MMTV-luciferase reporter, dexamethasone, overnight | activation, % at 9.1 µM | hit rate 1% among 370,000 | AID 652017, 2013; in the data active = activation above about 7.8%;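 also: 0% = vehicle wells and 100% = reference activator wells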
GAA850 FXN act – FXN promoter activators, primary screen, cell-based, luciferase luminescence, HEK293 lucGAA850 | HEK293 lucGAA850 FXN promoter luciferase reporter, 24 h; percent of 10 µM SAHA response | activation, % at 6 µM | hit rate 0.56% among 360,000;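 active = activation above the average of all compounds screened plus 3 SD, cutoff fixed separately per campaign, cut at about 7.5% in these data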;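 also: 0% = DMSO wells and 100% = 10 µM SAHA wells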
GC-A act – GC-A stimulated cGMP production enhancers – HEK293 GC-A cells, cGMP TR-FRET, EC30 ANP, primary screen | 0% at EC30 ANP, 100% saturating ANP | hit rate 0.14% among 370,000 | activation, % at 10 µM | Atrial natriuretic peptide receptor 1 (Homo sapiens), P16066; in the data active = activation above about 40%
ssDAF-12 act – S. stercoralis DAF-12 nuclear receptor activators, primary screen, cell-based, luminescence, HEK293, GRIP1 co-expression, lit1-tk-luc; HEK293 ssDAF-12/GRIP1 lit1-tk-luc reporter; % of 3 µM dafachronic acid response; AID 652126, 2013; Nuclear hormone receptor DAF-12 (Strongyloides stercoralis); activation, % at 6.8 µM; hit rate 1% among 370,000;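 active = activation above the mean over all tested compounds plus 3 SD, cut at about 0.9% in these data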;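 also: 0% = DMSO-only wells and 100% = 3 µM delta7-dafachronic acid wells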
Numbers without * were called inactive; i = inactive; x = no result given.

SMILES	DAX1 inh-1	hgDAF-12 ag	DAX1 inh-2	ADAM10 inh	hcDAF12 agonist	GC-B act	sPLA2-III inh	SMARCA2 activ	GAA850 FXN act	GC-A act	ssDAF-12 act
O=C(N/N=C/c1ccc(N2CCOCC2)cc1)c1ccc(O)cc1	0.7	0.2	1.3	-61	-1.1	-6	-5	0	-0.2	-2	-1.5
COc1cccc(C(=O)OCC(=O)c2ccc(Br)s2)c1	-0.9	-1.4	0.3	2	-0.1	-4	-30	0	-2.2	-1	-0.7
CN(C)S(=O)(=O)c1ccc(C(=O)NCC(=O)N/N=C/c2ccco2)cc1	-0.4	1.9	-0.8	4	-0.5	0	-2	1	2.5	4	-1.6
COc1ccccc1-n1cc(-c2ccccc2)[nH]c1=S	0.6	0.4	-0.2	-5	2.9	4	10	-2	-0.9	-2	-0.2
Cc1cc(C(=O)Nc2ccc(N3CCCC3)c(Cl)c2)ccc1[N+](=O)[O-]	0.5	8.3	0.5	18	-2.7	-1	3	2	3.6	-1	-1.1
Cc1nc(NC(=O)COC(=O)C2CC3CCCC(C2)C3=O)c(Cl)cc1Cl (configuration not stated)	-0.3	0.6	0.3	-19	-1.4	3	0	-2	1.3	2	-1.3
CCOC(=O)CC(=O)CSc1nc(-c2ccccc2)cc(-c2ccc(Cl)cc2)c1C#N	0.1	-3.2	0.5	-5	0.9	1	-2	1	1.2	1	-2.0
CCOC(=O)CN1C(=O)C(O)(C2CCc3ccccc3C2=O)c2ccccc21 (configuration not stated)	-0.4	0.9	-0.6	7	-1.9	3	4	3	-1.6	-1	-0.5
Cc1nn(-c2ccc(Cl)cc2)c2sc(C(=O)N3CCN(c4ccccn4)CC3)cc12	0.9	1.0	1.8	-5	-1.6	6	5	-3	2.7	-2	-1.0
COC(=O)c1ccc(-c2ccc3c(c2)[C@]2(CCC[C@@H](OCc4ccccc4)[C@@H]2NC(=O)CCc2ccccc2)C(=O)N3Cc2ccccc2)cc1	0.1	-3.5	x	-115	-1.7	5	-2	-5	x	1	-1.2
COc1cc2c(cc1OC)-c1cc(Nc3cccc(F)c3)nc(=O)n1CC2	0.2	-2.1	3.5	-15	-2.9	6	-1	0	4.0	6	-1.4
C#C[C@]1(O)CC[C@H]2[C@@H]3CCC4=C(CCC(=O)C4)[C@H]3CC[C@@]21C	2.3	-0.7	-0.6	-12	-1.1	1	-6	1	0.9	0	-0.8
Cc1ccsc1C1Nc2ccc3ncccc3c2C2=C1C(=O)CC(C)(C)C2 (configuration not stated)	-2.3	-1.6	-1.6	-65	-2.3	-7	3	-1	-0.5	-19	-2.3
O=S(=O)(Nc1nc2ccccc2nc1N1CCc2ccccc2C1)c1ccc(Br)cc1	5.8*	16*	-1.0	i	22*	-3	-10	7	-1.0	-5	2.4*
CC(=O)Nc1ccc(S(=O)(=O)N2CCC(N(C)CCC(C)C)CC2)cc1	0.0	0.2	-0.1	-3	-1.4	1	0	-1	-0.4	2	-0.5
CC(=O)C1=C(c2ccccc2)NC(=O)NC1c1ccccc1OCC(=O)Nc1ccccc1 (configuration not stated)	-0.1	0.3	0.0	-3	-0.6	-5	-7	1	-1.0	-8	-1.4
COC(=O)c1sccc1NC(=O)c1c(C)c(-c2cccc(Cl)c2)nc2ccccc12	0.1	1.4	0.0	2	4.4	1	-6	1	1.6	5	-1.1
O=C(/C=C\c1ccco1)c1ccc(NC(=O)c2ccco2)cc1	1.2	11*	0.2	-39	0.5	-3	-9	7	6.4	-26	-1.1
C[C@H]1CN([C@@H](C)CO)C(=O)c2cccc(NC(=O)C3CC3)c2O[C@H]1CN(C)CC1CCCCC1	0.3	-1.3	2.2	-2	-0.8	2	-3	2	-1.6	3	-0.9
COc1ccc(NC(=O)c2cc(C3CCCCN3C(=O)C3CCCCC3)on2)c(C)c1 (configuration not stated)	-2.8	-3.5	x	-7	-1.4	2	11	-3	0.1	-2	-1.2
COc1ccc(-c2oc3ncn(Cc4ccco4)c(=N)c3c2-c2ccc(OC)cc2)cc1	-0.3	-1.3	-0.1	-119	-2.7	8	-8	0	0.2	0	-0.9
CC(C)NC(=O)CCCn1c(=S)[nH]c2cc3c(cc2c1=O)OCO3	0.2	-0.1	0.8	8	-1.3	-8	7	-1	-3.1	1	-1.7
CCCCC(=O)c1ccc(O)cc1	-0.1	-0.1	-0.5	4	1.8	3	-8	-1	1.4	3	-1.3
CC(C)CNC(=O)C1(C)CCCN1C(=O)Cc1cccc2ccccc12 (configuration not stated)	-1.0	-2.3	x	-4	-2.4	3	0	-2	-0.9	-1	-1.6
CCCCCCCC(=O)NNC(=O)c1c(O)c2ccccc2n(CC)c1=O	-0.4	-0.2	-0.8	-3	0.9	0	9	0	1.3	-3	-1.0
COc1ccc(C(=O)Nc2ccc(N3CCC(C)CC3)cc2)cc1Br	-0.2	-2.1	1.2	0	-0.5	4	0	0	-0.2	1	-1.1
Cc1cc(N2CCN(CC(C)(C)O)C[C@@H]2C)ccc1N1CCN(Cc2ccccc2)[C@@H](C)C1	-2.2	-2.3	x	-21	-1.1	8	9	-2	x	2	-0.7
O=c1cc(N2CCCCC2)c(-c2ccccc2)nn1Cc1ccc(Cl)cc1	0.4	-1.6	-0.6	2	-0.9	28	1	0	0.3	16	-1.3
CC(COc1ccc(F)cc1)CN1CCC(C(O)(c2ccccc2)c2ccccc2)CC1 (configuration not stated)	-1.3	-0.9	x	1	-3.5	-5	-11	-7	x	-14	-0.9
CCOC(=O)C1CCN(C(=O)COc2ccc(S(=O)(=O)N3CCOCC3)cc2)CC1	0.3	1.0	0.4	-4	-0.7	-1	4	-2	-1.6	2	-1.2

Profiles as entered above. Order of screens: DAX1 inh-1 | hgDAF-12 ag | DAX1 inh-2 | ADAM10 inh | hcDAF12 agonist | GC-B act | sPLA2-III inh | SMARCA2 activ | GAA850 FXN act | GC-A act | ssDAF-12 act
Record of CCCCC(=O)c1ccc(O)cc1 = -0.1 | -0.1 | -0.5 | 4 | 1.8 | 3 | -8 | -1 | 1.4 | 3 | -1.3
Record of CCCCCCCC(=O)NNC(=O)c1c(O)c2ccccc2n(CC)c1=O = -0.4 | -0.2 | -0.8 | -3 | 0.9 | 0 | 9 | 0 | 1.3 | -3 | -1.0
Record of Cc1nn(-c2ccc(Cl)cc2)c2sc(C(=O)N3CCN(c4ccccn4)CC3)cc12 = 0.9 | 1.0 | 1.8 | -5 | -1.6 | 6 | 5 | -3 | 2.7 | -2 | -1.0
Record of COC(=O)c1ccc(-c2ccc3c(c2)[C@]2(CCC[C@@H](OCc4ccccc4)[C@@H]2NC(=O)CCc2ccccc2)C(=O)N3Cc2ccccc2)cc1 = 0.1 | -3.5 | x | -115 | -1.7 | 5 | -2 | -5 | x | 1 | -1.2
Record of CCOC(=O)CC(=O)CSc1nc(-c2ccccc2)cc(-c2ccc(Cl)cc2)c1C#N = 0.1 | -3.2 | 0.5 | -5 | 0.9 | 1 | -2 | 1 | 1.2 | 1 | -2.0

Further entries:
SMILES	DAX1 inh-1	hgDAF-12 ag	DAX1 inh-2	ADAM10 inh	hcDAF12 agonist	GC-B act	sPLA2-III inh	SMARCA2 activ	GAA850 FXN act	GC-A act	ssDAF-12 act
CCOc1ccc2oc(=O)cc(CN3CCOCC3)c2c1	0.3	-2.5	-0.2	-51	-1.8	0	-5	2	2.3	2	-0.5
CN1C(=O)c2cccc3c(S(N)(=O)=O)ccc1c23	0.1	-3.0	4.1	-463	-1.9	4	14	1	2.1	8	0.1
Cn1cc([N+](=O)[O-])c(C(=O)N/N=C\c2c[nH]c3ccccc23)n1	0.1	-0.9	0.7	-3	16*	3	0	0	-0.2	-1	0.4
COc1cnn(-c2ccccc2)c(=O)c1OC	-0.3	-1.5	1.9	-6	0.5	1	12	-7	1.2	3	-1.1
Cc1cc(S(=O)(=O)N2CCCOC2CNC(=O)C(=O)NCc2cccs2)ccc1F (configuration not stated)	-0.5	-0.7	-0.8	0	3.3	0	-2	1	1.9	0	-0.6
Cc1nc(CS(=O)(=O)c2ccc(Cl)cc2)cc(Sc2ccccc2Cl)n1	-1.2	3.8	-0.1	3	-1.6	-7	-25	2	-1.3	-4	-1.7
COc1ccc(CCN2CC(C(=O)OCC(=O)NC(C)c3cccc(Cl)c3)CC2=O)cc1OC (configuration not stated)	-0.5	0.1	0.0	-4	-0.8	-5	1	0	1.0	-3	-0.7
CN(C)c1ccc(S(=O)(=O)NCC(=O)OCC(=O)c2ccc[nH]2)cc1[N+](=O)[O-]	0.4	2.9	0.7	-2	0.4	-2	-5	1	-0.2	-5	-0.8
CCn1ncc([N+](=O)[O-])c1C(=O)Nc1ccc(C(=O)N2CCCCC2)cc1	-1.4	-0.8	-2.7	-7	-1.5	-3	1	-4	2.1	4	-2.0
COc1ccccc1NC(=O)CCc1nnc2ccc(NCc3ccco3)nn12	-1.2	0.5	0.1	-1	0.4	-4	1	0	-1.1	-5	-1.3
CCn1c(SCC(=O)N2CCN(S(=O)(=O)c3ccccc3)CC2)nnc1-c1cccs1	-0.4	-1.4	-1.1	-4	-1.2	0	1	-3	0.1	0	-1.0
COC(=O)C1=C(C)N(C)C(=NCc2cc(OC)c(OC)c(OC)c2)NC1c1cccc(F)c1 (configuration not stated)	-0.4	0.7	x	0	-0.3	-2	-5	-6	x	0	-1.2
COc1ccc(CN(C)CC(=O)NCC(=O)Nc2c(C)cccc2C)cc1	-0.7	-1.1	-0.7	-6	2.7	2	7	-4	-0.2	-2	-0.3
Fc1ccc(CO/N=C2\CCCc3nonc32)cc1	-0.7	4.3	-0.5	-1	0.6	7	-4	2	4.4	3	-0.5
CC(C)n1ncc2c(C(=O)Nc3cccc(S(=O)(=O)N(C)C)c3)cc(C3CC3)nc21	-4.3	-2.9	-1.6	11	-3.4	1	-22	-1	-1.0	6	-1.7
Cc1cc(C)n(-c2ccc(S(=O)(=O)N3CCCC3)cc2[N+](=O)[O-])n1	-0.5	1.3	0.9	-2	-1.7	3	-1	1	2.0	1	-0.8
NC/C(=N\O)c1ccc(Cl)cc1Cl	0.2	-2.2	0.1	1	-2.4	-2	-10	-4	1.0	1	-1.3
CC(OC(=O)Cn1cnc2ccccc2c1=O)C(=O)N(C)c1ccccc1 (configuration not stated)	-0.7	0.9	1.5	-6	0.2	2	2	-1	-0.5	2	0.2
